PKA-R2B act: activators of PKA-R2B holoenzyme, primary screen, biochemical, fluorescence polarization, Cy5-IP20, human; activation, % at 11.4 µM; cAMP-dependent protein kinase catalytic subunit beta (Homo sapiens) + cAMP-dependent …; 340,000 compounds, 0.079% hits; PKA-R2B holoenzyme dissociation; R2B truncated from residue 108, S112A mutant; 0% DMSO only, 100% 113 µM cGMP;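 active = activation above a cutoff set at the mean over all compounds plus 3 SD, cut at about 18% in these data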;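 note: higher means more holoenzyme dissociation and a rise in polarization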
dFosB activator: activators of delta FosB homodimer, primary screen, biochemical, fluorescence polarization, TAMRA-CDK5 oligo, single point. Protein FosB (Mus musculus), P13346. purified delta FosB; percent of positive-control signal above neutral wells. activation, % at 25 µM. 340,000 compounds, 0.99% hits. AID 493131, 2011;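 active = mean activation above about 17%, with every replicate also reaching it, limit read from the data, passing the limit was not always enough; inconclusive = only one of the two conditions met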;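 note: fluorescence polarization rise as delta FosB binds a TAMRA Cdk5 AP-1 oligo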
Target sequence (P13346 whole entry, looked up): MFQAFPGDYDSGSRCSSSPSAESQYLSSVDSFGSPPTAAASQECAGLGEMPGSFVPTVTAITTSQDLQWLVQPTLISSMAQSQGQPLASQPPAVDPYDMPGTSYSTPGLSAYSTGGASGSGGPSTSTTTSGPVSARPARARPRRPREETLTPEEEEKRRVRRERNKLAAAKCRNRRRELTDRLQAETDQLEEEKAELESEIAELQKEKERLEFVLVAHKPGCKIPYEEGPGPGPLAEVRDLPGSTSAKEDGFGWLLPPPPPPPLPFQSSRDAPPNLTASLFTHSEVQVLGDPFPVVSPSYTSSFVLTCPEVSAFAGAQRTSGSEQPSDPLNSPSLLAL
MITF act: activators of MITF-driven TRPM1 promoter reporter, primary screen, cell-based, SK-MEL-5, luciferase, single point. AID 588334, 2011. SK-MEL-5 TRPM1-promoter luciferase, 24 h; % of positive control, neutral wells = 0. 300,000 compounds, 0.75% hits. activation, % at 12.5 µM;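 active = mean activation of at least 80% with every replicate also reaching 80%; inconclusive = mean reaches 80% but some replicate falls short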;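 note: 0% = neutral control wells and 100% = parthenolide positive control wells; values of inactives mirror those of a sister screen read the other way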
Arrestin-AP2 inh: inhibitors of beta-arrestin/AP2 binding, primary screen, biochemical, GPCR trafficking, flow cytometry. 340,000 compounds, 0.31% hits. beta-arrestin 1 C-terminal peptide binding to AP2 beta2-adaptin appendage (human). FITC-arrestin peptide / GST-AP2 beads; AP2 beta2 appendage carries R879A mutation. inhibition, % at 10 µM;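 active = inhibition above a set limit, near 3 SD of compounds lacking own fluorescence, cut at about 54% in these data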;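 note: plate controls were DMSO wells for no effect and 5 µM unlabelled arrestin peptide for full effect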
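Material – GST-tagged AP2 beta2-adaptin appendage (R879A) on 4 µm glutathione beads · Probe or stimulus – fluorescein-tagged arrestin peptide at 50 nM final · Timing – 12 min plus 1 h, RT · Detection – bead flow cytometry, FITC channel · Read-out basis – inhibition as reduced fluorescein signal on beads, percent · Medium – PBS plus Tween 20 (0.05%) and BSA (0.1%)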
SR-BI DiI inh: inhibitors of SR-BI mediated HDL lipid uptake, primary screen, ldlA[mSR-BI] cells, fluorescence, single point; Scavenger receptor class B member 1 (Mus musculus), Q61009; ldlA[mSR-BI] CHO cells, DiI-HDL uptake fluorescence, 3 h; inhibition, % at 12.5 µM; 320,000 compounds, 0.96% hits; AID 488896, 2010;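 active = mean replicate inhibition of at least 70% and a set share of replicates each scoring 70 or more; inconclusive = meets just one of the two criteria; inactive = fails both criteria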;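 note: 0% = median of neutral control wells and 100% = median of positive control wells; values of inactives mirror those of a sister screen read the other way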
SUMO Mot1 rescue: yeast Mot1-301 growth rescue at high temperature, primary screen, SUMOylation pathway inhibitor project, S. cerevisiae, ATP luminescence, 38.5C; S. cerevisiae Mot1-301 growth rescue; percent above DMSO median, 100 means doubled; growth rescue, % at 18.8 µM; 320,000 compounds, 1% hits; AID 2716, 2010;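 active = every valid replicate shows activation above 250% relative to neutral control wells; inactive = the rest, any valid replicate at or below 250%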;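 note: OY570 slx delta 5 strain wells were the positive control but not used for scaling; some compounds called inactive have numbers as strong as hits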
SR-BI uptake up: activators of SR-BI mediated DiI-HDL uptake, primary screen, ldlA[mSR-BI] CHO cells, DiI fluorescence. AID 504775, 2011. activation, % at 12.5 µM. 3 h; 100 = double the neutral-control signal. 320,000 compounds, 0.096% hits;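 active = mean replicate activation of at least 60% and every replicate at or above 60%; inconclusive = mean or all-replicate condition met, but not both; inactive = mean below 60% and not all replicates reaching 60%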;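 note: 0% = median plate neutral-control signal and 100% = twice that signal; values of inactives mirror those of a sister screen read the other way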
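Material: SR-BI-overexpressing, LDLR-lacking CHO cells; schedule: compound exposure 3 h, 37 °C; reagent: DiI-labelled HDL at 10 µg/mL final; technique: bottom-read fluorescence, 550/595 nm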
NSD2 inh: NSD2 histone methyltransferase inhibitors, primary screen, biochemical, AlphaScreen, single concentration, set 2. Histone-lysine N-methyltransferase NSD2 (Homo sapiens), O96028. NSD2 peptide methylation, 120 min. inhibition, % at 12.5 µM. 310,000 compounds, 0.54% hits; in the data active = inhibition above about 50%
CDK5 inh: inhibitors of human CDK5/p35 kinase, primary screen, biochemical, single concentration. Cyclin-dependent kinase 5 (Homo sapiens) + Cyclin-dependent kinase 5 activator 1 (Homo …. Recombinant CDK5/p35, ADP-Glo luminescence, 60 min. inhibition, % at 10 µM. 330,000 compounds, 0.01% hits;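 active = highest replicate inhibition of at least 50% and at least 75% of replicates reaching 50%; inconclusive = only one of the two criteria met; inactive = both criteria failed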;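 note: plate controls were DMSO neutral control for no effect and GW8510 at 10 µM for full effect; many of its hits are not listed in these tables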
Target sequence (Q00535 whole entry, looked up): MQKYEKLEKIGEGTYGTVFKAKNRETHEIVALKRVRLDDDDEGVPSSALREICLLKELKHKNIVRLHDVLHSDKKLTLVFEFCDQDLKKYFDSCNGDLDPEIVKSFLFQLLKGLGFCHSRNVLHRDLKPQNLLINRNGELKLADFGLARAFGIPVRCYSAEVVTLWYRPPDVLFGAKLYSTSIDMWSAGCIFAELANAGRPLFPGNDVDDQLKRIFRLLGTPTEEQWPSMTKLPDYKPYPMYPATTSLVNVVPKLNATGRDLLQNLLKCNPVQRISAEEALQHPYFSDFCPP
Target sequence (Q15078 whole entry, looked up): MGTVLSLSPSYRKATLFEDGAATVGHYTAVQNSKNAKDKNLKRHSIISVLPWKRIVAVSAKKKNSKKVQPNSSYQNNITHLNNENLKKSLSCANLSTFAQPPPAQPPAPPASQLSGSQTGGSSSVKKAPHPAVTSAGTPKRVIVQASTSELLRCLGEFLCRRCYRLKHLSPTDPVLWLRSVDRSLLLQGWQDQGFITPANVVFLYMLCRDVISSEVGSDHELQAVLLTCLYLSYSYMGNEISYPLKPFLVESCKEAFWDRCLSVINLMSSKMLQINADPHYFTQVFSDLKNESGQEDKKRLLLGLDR
PKA-R1A act: activators of PKA-R1A holoenzyme, primary screen, biochemical, fluorescence polarization, Cy5-IP20, bovine R1A, mouse PKAc. cAMP-dependent protein kinase type I-alpha regulatory subunit (Bos taurus) + …. PKA-R1A dissociation; scaled: DMSO 0%, 113 µM cGMP 100%. activation, % at 11.4 µM. 340,000 compounds, 0.083% hits. AID 504707, 2011;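 active = percent activation above the mean of all tested compounds plus 3 SD, cut at about 19% in these data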;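 note: higher means more PKAc released from R1A so a rise in polarization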
DSG3 Ab inh: inhibitors of pemphigus antibody binding to DSG3, primary screen, biochemical, bead-based, flow cytometry, scFv-GFP; AID 588358, 2011; binding (percent of control), % at 10 µM; 310,000 compounds, 0.48% hits; Desmoglein-3 (Homo sapiens), P32926; DSG3-coupled beads, scFv-anti-DSG3-GFP binding; stronger effect = lower value;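 active = binding more than 3 SD below its plate's average and above zero; inconclusive = below that plate limit but binding exactly zero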; note: some compounds called inactive have numbers as strong as hits
Active calls of the source: *.

How did CCc1ccc(Nc2nnc(SCC(=O)Nc3cccc(S(=O)(=O)NC4=NCCCCC4)c3)s2)cc1 do in these assays?
PKA-R2B act: -7; dFosB activator: -10; MITF act: 58; Arrestin-AP2 inh: 17; SR-BI DiI inh: 8; SUMO Mot1 rescue: 15; SR-BI uptake up: -8; NSD2 inh: -4; CDK5 inh: 4.0; PKA-R1A act: -8; DSG3 Ab inh: 107

How did O=C(NNc1nc2c(F)cccc2s1)c1ccc(F)cc1 do in these assays?
PKA-R2B act: 13; dFosB activator: -2; MITF act: 13; Arrestin-AP2 inh: -8; SR-BI DiI inh: 21; SUMO Mot1 rescue: 0; SR-BI uptake up: -21; NSD2 inh: -1; CDK5 inh: 0.9; PKA-R1A act: -4; DSG3 Ab inh: 103

How did CCOCCc1nnc(NC(=O)CCC2CCCCC2)s1 do in these assays?
PKA-R2B act: 8; dFosB activator: 2; Arrestin-AP2 inh: -20; SR-BI DiI inh: -19; SUMO Mot1 rescue: -21; SR-BI uptake up: 19; NSD2 inh: 0; CDK5 inh: 0.5; PKA-R1A act: 0; DSG3 Ab inh: 111

Results for CCC(=O)NC(c1ccc(C)cc1)c1cc([N+](=O)[O-])c2cccnc2c1O (centres undefined) ?
PKA-R2B act: 0; dFosB activator: -7; MITF act: -6; Arrestin-AP2 inh: -5; SR-BI DiI inh: -6; SUMO Mot1 rescue: 4; SR-BI uptake up: 6; NSD2 inh: -1; CDK5 inh: -2.4; PKA-R1A act: -9; DSG3 Ab inh: 99

What do the screens show for `CCOC(=O)c1nn(-c2ccc(C)c(C)c2)cc1O`?
PKA-R2B act: -8; dFosB activator: -9; MITF act: inconclusive; Arrestin-AP2 inh: -3; SR-BI DiI inh: -2; SUMO Mot1 rescue: -22; SR-BI uptake up: 2; NSD2 inh: 4; CDK5 inh: -3.3; PKA-R1A act: 12; DSG3 Ab inh: 105

What do the screens show for `NS(=O)(=O)c1ccc(CNC(=O)c2cc(-c3cccnc3)nc3ccccc23)cc1`?
PKA-R2B act: -4; dFosB activator: -13; MITF act: -6; Arrestin-AP2 inh: 10; SUMO Mot1 rescue: 535; NSD2 inh: 2; CDK5 inh: 0.1; PKA-R1A act: -4

Results for CC(C)=C1C2CCC1C(C(=O)NCc1ccccc1)C2C(=O)O (centres undefined) ?
PKA-R2B act: -2; dFosB activator: 2; MITF act: 7; Arrestin-AP2 inh: -8; SR-BI DiI inh: -19; SUMO Mot1 rescue: 24; SR-BI uptake up: 19; NSD2 inh: 1; CDK5 inh: -0.4; PKA-R1A act: 10; DSG3 Ab inh: 109

Results for C(=N\N(Cc1ccccc1)c1ccccc1)/c1ccco1 ?
PKA-R2B act: -4; dFosB activator: -4; MITF act: -4; Arrestin-AP2 inh: -3; SR-BI DiI inh: -8; SUMO Mot1 rescue: -8; SR-BI uptake up: 8; NSD2 inh: 1; CDK5 inh: -0.3; PKA-R1A act: 1; DSG3 Ab inh: 97

Results for COCCCNC(=O)Cn1c(=O)n(CC(=O)NCCc2ccc(OC)c(OC)c2)c(=O)c2sccc21 ?
PKA-R2B act: 1; dFosB activator: -4; MITF act: 0; Arrestin-AP2 inh: 9; SUMO Mot1 rescue: 3; NSD2 inh: -1; CDK5 inh: -4.2; PKA-R1A act: -5; DSG3 Ab inh: 105

How did CCN(Cc1ccccc1)c1ccc(/C=C(\C#N)c2ccccn2)cc1 do in these assays?
PKA-R2B act: -6; dFosB activator: -2; MITF act: 121*; Arrestin-AP2 inh: -9; SR-BI DiI inh: 19; SUMO Mot1 rescue: -18; SR-BI uptake up: -19; NSD2 inh: 2; PKA-R1A act: -8; DSG3 Ab inh: 105

What do the screens show for `COC(=O)[C@]1(Cc2ccccc2)N[C@H](CN(C)C(=O)COc2ccccc2)[C@@H]2C(=O)N(Cc3ccccc3)C(=O)[C@@H]21`?
PKA-R2B act: -8; dFosB activator: -10; MITF act: -1; Arrestin-AP2 inh: 6; SR-BI DiI inh: 3; SUMO Mot1 rescue: 10; SR-BI uptake up: -3; CDK5 inh: -0.1; PKA-R1A act: -6; DSG3 Ab inh: 94

How did O=C(NC1CCN(Cc2ccccc2)CC1)c1cccc(Br)c1 do in these assays?
PKA-R2B act: -2; dFosB activator: -6; MITF act: -7; Arrestin-AP2 inh: -2; SR-BI DiI inh: 4; SUMO Mot1 rescue: 75; SR-BI uptake up: -4; NSD2 inh: -3; CDK5 inh: -8.7; PKA-R1A act: 2; DSG3 Ab inh: 105

Results for COc1ccc(-c2nc(C#N)c(NCCCN3CCOCC3)o2)cc1 ?
PKA-R2B act: 0; dFosB activator: -3; MITF act: 3; Arrestin-AP2 inh: 3; SR-BI DiI inh: 10; SUMO Mot1 rescue: 9; SR-BI uptake up: -10; CDK5 inh: -0.2; PKA-R1A act: -8; DSG3 Ab inh: 103

Results for COCCn1c(-c2ccc(Cl)cc2)cnc1SCC(=O)NCc1cccs1 ?
PKA-R2B act: -16; dFosB activator: -4; MITF act: -12; Arrestin-AP2 inh: -5; SR-BI DiI inh: 2; SUMO Mot1 rescue: -3; SR-BI uptake up: -2; NSD2 inh: 8; CDK5 inh: 1.2; PKA-R1A act: -1; DSG3 Ab inh: 96

Results for COCCNC(=O)C(=O)Nc1cc2c3c(c1)C(C)C(=O)N3CCC2 (centres undefined) ?
PKA-R2B act: -6; dFosB activator: -2; MITF act: -6; Arrestin-AP2 inh: -4; SR-BI DiI inh: 0; SUMO Mot1 rescue: 1; SR-BI uptake up: 0; NSD2 inh: 1; CDK5 inh: 1.4; PKA-R1A act: -4; DSG3 Ab inh: 102

What do the screens show for `Cc1cc(NC(=O)C(=O)NCCN2CCN(S(C)(=O)=O)CC2)ccc1Br`?
PKA-R2B act: -3; dFosB activator: -3; MITF act: 1; Arrestin-AP2 inh: 22; SR-BI DiI inh: -8; SUMO Mot1 rescue: 7; SR-BI uptake up: 8; NSD2 inh: 11; CDK5 inh: 0.5; PKA-R1A act: -16; DSG3 Ab inh: 98

Results for COc1cc2oc(=O)cc(-c3ccc(-c4ccc(C(F)(F)F)cc4)cc3)c2c(OC)c1OC ?
PKA-R2B act: -10; dFosB activator: 3; MITF act: -2; Arrestin-AP2 inh: 18; SR-BI DiI inh: -9; SR-BI uptake up: 9; CDK5 inh: 3.4; PKA-R1A act: -10; DSG3 Ab inh: 98

What do the screens show for `O=C(NCCc1c[nH]c2ccccc12)/C(=C\c1cccs1)NC(=O)c1ccccc1`?
PKA-R2B act: -4; dFosB activator: -7; MITF act: -6; Arrestin-AP2 inh: -6; SR-BI DiI inh: 13; SUMO Mot1 rescue: 7; SR-BI uptake up: -13; NSD2 inh: 0; CDK5 inh: 0.9; PKA-R1A act: -1; DSG3 Ab inh: 84

What do the screens show for `C=CCNC(=O)CCCC(=O)NCC=C`?
PKA-R2B act: 12; dFosB activator: -3; Arrestin-AP2 inh: -2; SR-BI DiI inh: -9; SUMO Mot1 rescue: 10; SR-BI uptake up: 9; NSD2 inh: 2; CDK5 inh: 0.6; PKA-R1A act: 4

Results for O=C(CCC(=O)N(CC(=O)NC1CCCC1)Cc1cccs1)Nc1nccs1 ?
PKA-R2B act: -9; dFosB activator: 2; MITF act: 0; Arrestin-AP2 inh: -21; SR-BI DiI inh: -1; SUMO Mot1 rescue: 7; SR-BI uptake up: 1; NSD2 inh: 8; CDK5 inh: -2.0; PKA-R1A act: -2; DSG3 Ab inh: 94

What do the screens show for `COc1ccc(/C(O)=C2/C(=O)C(=O)N(CC3CCCO3)C2c2ccc(OC)c(OC)c2)cc1` (centres undefined)?
PKA-R2B act: 6; dFosB activator: -9; MITF act: 3; Arrestin-AP2 inh: 11; SR-BI DiI inh: 7; SUMO Mot1 rescue: -3; SR-BI uptake up: -7; NSD2 inh: -2; CDK5 inh: 0.6; PKA-R1A act: 4; DSG3 Ab inh: 104

How did CCC(C)(C)NC(=O)C(c1cccc(OC)c1OC)N(C(=O)CCC(=O)Nc1cc(C)on1)c1ccc2c(c1)OCCO2 (centres undefined) do in these assays?
PKA-R2B act: 4; dFosB activator: -16; Arrestin-AP2 inh: 12; SUMO Mot1 rescue: -1; CDK5 inh: -3.1; PKA-R1A act: 4; DSG3 Ab inh: 108

How did O=C(COC(=O)c1ccccc1-n1cnnn1)c1ccc(F)c(F)c1 do in these assays?
PKA-R2B act: 5; dFosB activator: -7; MITF act: -4; Arrestin-AP2 inh: -5; SR-BI DiI inh: -3; SUMO Mot1 rescue: 3; SR-BI uptake up: 3; NSD2 inh: 1; CDK5 inh: -0.8; PKA-R1A act: 0; DSG3 Ab inh: 98

Source: PubChem BioAssay
